Sm TGR block: inhibitors of Schistosoma mansoni thioredoxin glutathione reductase; Q962Y6; purified TGR, DTNB reduction, TNB absorbance 405 nm; Potency, µM (titrated, usually from 114 µM), for the others: at the top dose activity change, negative = inhibition, hits mostly inhibitors; 360,000 tested, 3% active; also: potency is read from the fitted curve at half-maximal effect; nearly all actives have a fitted effect of over 60% in size
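First, TGR (20 nM dispensed) and NADPH were mixed with compound. Second, a 15 min room-temperature incubation followed. Third, further NADPH and then DTNB were added to start the reaction. Finally, TNB absorbance was monitored kinetically.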
HCMV antiviral: human cytomegalovirus inhibition. HFF cells, HCMV-luciferase reporter, 72 h; stronger effect = lower value. activity change, negative = inhibition, % at 57.5 µM. 410,000 tested, 4.5% active. AID 1259415; in the data active = activity change below about -60%; inconclusive = no clear call, values can overlap the other calls; inactive = above about -39%
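After 16 h attachment at 37C, HFF cells received test compound and HCMV-luciferase (1 PFU/cell); reporter luminescence read 72 h later, data normalized against buffer-only and known inhibitor Salinomycin.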
AMA1-RON2 inh: inhibitors of Plasmodium falciparum AMA1-RON2 interaction. Potency, µM (series often up to 58.2 µM), for inactives: top-dose activity change, negative = inhibition, actives largely listed as inhibitors. AlphaScreen AMA1-biotinylated RON2 peptide binding. 360,000 tested, 0.2% active;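 also: potency is read from the fitted curve at half-maximal effect; 0% = vehicle wells and -100% = peptide control; nearly all actives have a fitted effect of over 45% in size; some results filed as inactive show a strong effect at the top dose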
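AMA1 (3D7) with his tag at 25 nM final met compounds first, then biotinylated RON2 peptide at 25 nM; detection used donor plus acceptor beads, 10 µg/mL apiece, read by AlphaScreen after 30 min at room temperature.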
Giardia FBPA inh: Giardia lamblia aldolase inhibition. A8B2U2. purified Giardia FBPA. Potency, µM (doses to about 59.6 µM), for the others: at the highest dose activity, negative = inhibition, most hits filed as inhibitors. 290,000 tested, 0.71% active. AID 2451; also: potency is read from the fitted curve at half-maximal effect; nearly all actives have a fitted effect of over 55% in size
Target sequence (A8B2U2 whole entry, looked up): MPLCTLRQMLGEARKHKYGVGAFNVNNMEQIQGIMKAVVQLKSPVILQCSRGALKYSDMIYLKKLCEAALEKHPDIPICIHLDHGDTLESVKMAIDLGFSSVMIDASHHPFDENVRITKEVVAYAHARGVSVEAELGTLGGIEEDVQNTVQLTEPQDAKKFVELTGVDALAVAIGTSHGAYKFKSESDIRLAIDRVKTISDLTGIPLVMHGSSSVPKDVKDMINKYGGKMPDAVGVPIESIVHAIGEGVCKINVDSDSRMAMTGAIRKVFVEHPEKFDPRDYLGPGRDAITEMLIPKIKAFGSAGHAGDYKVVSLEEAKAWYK
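40 nM FBPA preincubated 10 min at RT with compound (up to 57.5 uM final), then substrate plus GAPDH/TPI/NAD/arsenate coupling and diaphorase/resazurin added. Fluorescence read after 20 min at RT, 525/598 nm.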
AmpC inh detg: AmpC beta-lactamase inhibition with detergent present | P00811 | 370,000 tested, 0.041% active | AmpC hydrolysis of nitrocefin, absorbance 480 nm, 0.01% Triton | Potency, µM (series often up to 114 µM), without a hit: at the top dose activity change, negative = inhibition, hits mostly inhibitors;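 also: potency is read from the fitted curve at half-maximal effect; 0% = no-compound wells and -100% = no-enzyme wells; nearly all actives have a fitted effect of over 25% in size; some results filed as inactive show a strong effect at the top dose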
Target sequence (P00811 whole entry, looked up): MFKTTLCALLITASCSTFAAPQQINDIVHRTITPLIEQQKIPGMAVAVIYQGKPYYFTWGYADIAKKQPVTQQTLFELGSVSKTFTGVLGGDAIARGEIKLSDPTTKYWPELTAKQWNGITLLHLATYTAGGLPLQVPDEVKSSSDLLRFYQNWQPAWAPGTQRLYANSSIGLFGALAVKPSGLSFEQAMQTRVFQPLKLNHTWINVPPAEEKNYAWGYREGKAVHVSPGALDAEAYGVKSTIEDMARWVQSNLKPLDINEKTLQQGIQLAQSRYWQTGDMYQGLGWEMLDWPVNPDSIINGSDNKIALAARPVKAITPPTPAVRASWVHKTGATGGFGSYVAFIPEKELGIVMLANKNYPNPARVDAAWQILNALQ
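20 mM phosphate pH 7.0 + 0.01% (detergent screen) or 0.0001% Triton X-100; 5.3 nM AmpC reagent; cpd preinc 15 min RT; nitrocefin (800 uM stock) to start; A480 q20 s × 4 min; Activity was normalised to no-enzyme and no-compound control wells.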
AmpC no deterg: AmpC beta-lactamase inhibition without detergent. P00811. AmpC nitrocefin hydrolysis, absorbance 480 nm, 0.0001% Triton. Potency, µM (top dose mostly 57.1 µM), for the others: at the top dose activity change, negative = inhibition, actives largely listed as inhibitors. 330,000 tested, 0.52% active. AID 485341;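 also: potency is read from the fitted curve at half-maximal effect; plate controls were no compound for no effect and no enzyme for full effect; nearly all actives have a fitted effect of over 20% in size; some results filed as inactive show a strong effect at the top dose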
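20 mM phosphate pH 7.0 + 0.01% (detergent screen) or 0.0001% Triton X-100; 5.3 nM AmpC reagent; cpd preinc 15 min RT; nitrocefin (800 uM stock) to start; A480 q20 s × 4 min; Activity was normalised to no-enzyme and no-compound control wells.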
The depositor's hits bear a star; u = inconclusive; x = not tested or not shown; [ ] = another dose, or the depositor's remark. Unless noted, calls follow the shape of the dose curve; as a rule, active = well fitted curve in the direction sought with a large enough effect; inconclusive = small, poorly fitted or top-dose-only effect, or another doubt; inactive = no such curve, though single readings can be large; an effect the other way counts as inactive or inconclusive. Unless noted, % is scaled to controls: 0 for no effect and ±100 for the full control effect.

#1 CCOC(=O)c1c(N2C(=O)C3C4C=CC(C4)C3C2=O)sc2c1CCC(C)C2 (stereo not drawn)
#2 CCOC(=O)C1=C(O)C(=O)N(Cc2cccnc2)C1c1ccc(C)cc1 (stereo not drawn)
#3 Cc1ccc(OC(C)C(=O)Nc2ccc(S(=O)(=O)Nc3cc(C)on3)cc2)cc1 (stereo not drawn)
#4 COc1ccccc1NC(=O)CSc1oc(-c2ccccc2)nc1S(=O)(=O)c1ccccc1
#5 Cc1ccccc1CNCc1c(C(=O)O)c(C)n(Cc2ccc(F)cc2Cl)c1C
#6 C/C(=N\NC(=O)c1nc(C)cc(C)n1)c1ccccc1
#7 COCCCn1cc(C(=O)c2cc(Br)ccc2O)cc(C#N)c1=O
#8 COc1ccccc1Cn1c(=S)[nH]c2cc(C(=O)N3CCC(C(N)=O)CC3)ccc2c1=O
#9 COC(=O)C1CN(C(=O)C(C)Oc2ccccc2Cl)c2ccccc2O1 (stereo not drawn)
#10 CCc1nnc(SC(CC)C(=O)NCCOC)c2cc3occc3n12 (stereo not drawn)
Screen / compound no.,1,2,3,4,5,6,7,8,9,10
Sm TGR block,6.2%,-0.7%,1.8%,-6.3%,5.0%,10.0%,-25.1%,-20.9%,8.6%,-1.1%
HCMV antiviral,-32.0,-7.3,-3.2,u,2.6,107.7,-25.2,7.8,66.0,-32.5
AMA1-RON2 inh,1.0%,-2.7%,3.9%,x,x,53.1%[activator],-4.0%,67.5%[activator],-6.6%,x
Giardia FBPA inh,2.1%,0.6%,14.8%,x,x,-0.6%,4.5%,u,-3.7%,x
AmpC inh detg,3.7%,-12.3%,-5.3%,0.8%,22.0%,-1.9%,2.8%,-1.3%,-2.2%,-5.9%
AmpC no deterg,149.8%[activator],-16.7%,-16.5%,x,x,-15.5%,-20.6%,100.7%[activator],17.9%,x

Single records (already shown). Screens in order: Sm TGR block	HCMV antiviral	AMA1-RON2 inh	Giardia FBPA inh	AmpC inh detg	AmpC no deterg
COc1ccccc1NC(=O)CSc1oc(-c2ccccc2)nc1S(=O)(=O)c1ccccc1 as listed: -6.3%	u	x	x	0.8%	x
COC(=O)C1CN(C(=O)C(C)Oc2ccccc2Cl)c2ccccc2O1 (stereo not drawn) as listed: 8.6%	66.0	-6.6%	-3.7%	-2.2%	17.9%

The listing continues:
#11 CCOC(=O)C(NC(C)=O)C(=O)O (stereo not drawn)
#12 Cc1ccc(C(=O)NNC(=O)c2ccc(NC(=O)C(C)(C)C)cc2)cc1
#13 O=C(NC1CCCCCC1)c1cccs1
#14 Cn1nc(OC(=O)Nc2ccc(F)cc2)cc1C(F)(F)F
#15 COc1ccc(N2CCN(C(=O)CCSCc3ccccc3F)CC2)cc1
#16 O=C(NCCNC(=O)c1ccccc1Cl)c1ccco1
#17 Cc1cc(C)c2sc(N(CCCN(C)C)C(=O)c3ccc(S(=O)(=O)N4CCc5ccccc5C4)cc3)nc2c1
#18 OC(C#CCN1CCCC1)c1ccccc1 (stereo not drawn)
#19 COc1ccc(-n2c(Cc3cccn3C)nnc2SCC(=O)Nc2cccc(OC)c2)cc1
#20 OC(COc1ccc2c(c1)OCO2)CN1CCCC1 (stereo not drawn)
Screen / compound no.,11,12,13,14,15,16,17,18,19,20
Sm TGR block,-39.7%,-16.5%,-8.8%,-2.4%,4.0%,-30.3%,-9.9%,0.0%,-33.1%,-10.4%
HCMV antiviral,3.2,-12.7,57.7,-11.3,-16.4,-3.5,x,28.8,9.9,-9.2
AMA1-RON2 inh,-11.0%,0.0%,-0.4%,2.4%,u,18.6%,x,7.7%,-11.7%,-1.0%
Giardia FBPA inh,4.3%,4.8%,-4.7%,0.0%,-4.3%,1.5%,x,-8.1%,2.0%,0.7%
AmpC inh detg,2.0%,-18.0%,-2.3%,-2.1%,u,6.1%,-1.1%,0.9%,-6.1%,2.6%
AmpC no deterg,-6.3%,-44.7%,3.1%,-14.4%,59.3%,2.4%,169.5%[activator],-3.9%,26.7%,-23.0%

#21 COCCN(C(=O)CCC(=O)Nc1ccccn1)C(C(=O)NCCC(C)C)c1ccc(OC)cc1 (stereo not drawn)
#22 O=C(c1ccco1)N1CCN(C2CC(=O)N(c3ccccc3)C2=O)CC1 (stereo not drawn)
#23 CCOC(=O)C1CCN(C(=O)CCNC(=O)Cn2cnc3ccccc3c2=O)CC1
#24 Cc1cc(NC(=O)CN(C)CCOc2ccccc2)ccc1Br
#25 Cc1ccc(NC(=O)C(C)Sc2nc3nc(C)cc(C)n3n2)cc1 (stereo not drawn)
#26 COc1ccc(S(=O)(=O)N(Cc2ccccc2)c2ccccc2C(=O)Nc2ccccc2C(=O)NCc2ccco2)cc1
#27 Cc1nc(Oc2ccc(Cl)cc2)c2oc3ccccc3c2n1
#28 O=C(O)CCC(=O)Nc1ccc(-c2nnc(-c3ccco3)o2)cc1
#29 COc1ccc(NCc2nnc(SCC(=O)c3ccc(C)cc3)o2)cc1
#30 CCc1nnc(NC(=O)CSc2nc3ccc(OC)cc3[nH]2)s1
Screen / compound no.,21,22,23,24,25,26,27,28,29,30
Sm TGR block,2.0%,50.1µM*,-0.1%,2.0%,-25.2%,-17.9%,u,5.9%,u,x
HCMV antiviral,-16.7,-22.6,-3.2,23.7,-8.5,u,-38.4,5.1,70.5,38.1
AMA1-RON2 inh,0.8%,5.2%,6.2%,u,-8.6%,-15.2%,0.6%,23.3%,42.8%[activator],-9.7%
Giardia FBPA inh,-2.7%,1.9%,-3.5%,15.8µM*,x,-3.2%,2.6%,5.0%,-27.0%,5.9%
AmpC inh detg,-14.3%,6.3%,u,-4.0%,u,u,u,-12.1%,-5.3%,-13.3%
AmpC no deterg,42.7%,-1.7%,-4.3%,83.1%[activator],-10.9%,-28.0%,-13.1%,-14.3%,-32.8%,-22.3%

#31 O=C(c1cccs1)N1CCCc2ccccc21
#32 C[N+]1(C)CC2=Cc3ccccc3CC2C1 (stereo not drawn)
#33 Cc1ccc(OCC(=O)Nc2ccc3nn(-c4ccc(Cl)cc4)nc3c2)cc1
#34 N#Cc1c(Nc2ccccc2)c(C=O)c[nH]c1=O
#35 COC(=O)c1cccc([N+](=O)[O-])c1CS(=O)(=O)c1ccc(C)cc1
#36 CC1(C)Cc2nc3oc4c(NCCCN5CCOCC5)ncnc4c3cc2CO1
#37 CC1=C(C(=O)OCc2ccccc2)C(/C=C/c2ccccc2)N2C(=O)CCSC2=N1 (stereo not drawn)
#38 CCOc1ccc(CCNC(=O)c2cc(Nc3ccc(C)cc3C)nc3ccccc23)cc1OCC
#39 CN(C)Cc1ccccc1Sc1cccc2ccccc12
#40 Cc1cc(C(=O)COC(=O)CC2Sc3ccccc3NC2=O)c(C)n1-c1ccc(Br)cc1 (stereo not drawn)
Screen / compound no.,31,32,33,34,35,36,37,38,39,40
Sm TGR block,6.2%,-14.6%,-1.8%,-24.1%,-0.4%,1.6%,-0.6%,6.5%,0.1%,6.0%
HCMV antiviral,-10.9,u,31.5,13.9,u,5.1,u,-3.8,-22.4,-16.7
AMA1-RON2 inh,1.9%,12.9%,x,-28.6%,4.2%,0.4%,-4.8%,x,u,-15.7%
Giardia FBPA inh,-6.7%,-8.2%,x,-3.8%,-4.8%,1.9%,-0.3%,x,-16.1%,-4.1%
AmpC inh detg,u,-2.9%,2.4%,-4.0%,4.7%,-4.1%,2.2%,-4.3%,7.5%,8.1%
AmpC no deterg,-22.2%,-8.9%,x,-3.1%,-18.4%,-8.6%,7.1%,x,32.8%,-0.2%

#41 Cc1cc(O)ccc1NC1=CC(=O)CC(C)(C)C1
#42 CCC(Oc1ccccc1F)C(=O)Nc1cc(-c2ccccc2)no1 (stereo not drawn)
#43 CC(=O)N1CCOc2ccc(S(=O)(=O)N(C)c3ccc(C)cc3)cc21
#44 CCc1nc(C#N)c(N2CCOCC2)o1
#45 N#C/C(=C\c1c(Cl)cccc1Cl)c1nc2ccccc2o1
#46 O=C(NNC(=O)c1ccc(F)c(S(=O)(=O)N2CCOCC2)c1)c1ccc(Br)cc1
#47 Cc1ccc(C(=O)/C=C/Nc2cccc([N+](=O)[O-])c2)o1
#48 O=S1(=O)N=C(N2CCCC2)c2ccccc21
#49 O=C1CC(c2nnc(Cc3ccc(Cl)cc3)o2)CN1c1ccccc1 (stereo not drawn)
#50 O=C(COC(=O)Cc1ccc(S(=O)(=O)N2CCOCC2)s1)NCc1ccc(Cl)cc1
Screen / compound no.,41,42,43,44,45,46,47,48,49,50
Sm TGR block,-30.6%,6.3%,-8.7%,-1.1%,4.1%,-1.4%,3.5%,2.4%,3.7%,-19.5%
HCMV antiviral,9.5,-4.0,0.0,-5.3,-26.4,-37.1,67.6,34.3,-4.6,61.1
AMA1-RON2 inh,6.8%,x,6.5%,11.9%[2.32 µM],-24.4%,66.7%[activator],7.1%[11.6 µM],10.5%,x,-3.9%
Giardia FBPA inh,-29.6%,x,6.3%,4.7%,-0.7%,x,-13.1%,9.2%,x,-5.0%
AmpC inh detg,x,15.6%,u,-10.0%,-8.4%,-1.4%,u,-1.7%,-4.0%,u
AmpC no deterg,x,x,46.2%,-22.0%,-23.7%,-16.7%,-24.8%,-5.4%,x,-16.5%

#51 COc1ccc(Nc2nc(C)cc(C)c2C(N)=O)c(OC)c1
#52 O=C(NC12CC3CC(CC(C3)C1)C2)C1CC(=O)N(c2ccc(Br)cc2)C1 (stereo not drawn)
#53 O=C1Nc2ccccc2S/C1=C/NCc1ccccc1Cl
#54 OCc1cn(-c2ccccc2)nc1-c1cccnc1
#55 COc1ccccc1NC(=O)Cn1nnc(C(=O)Nc2ccccc2)c1N
#56 NS(=O)(=O)c1ccc(CCNC(=O)COC(=O)/C=C/c2cc(Br)ccc2F)cc1
#57 O=C(COC(=O)c1nc(Cl)ccc1Cl)c1ccc(Cl)s1
#58 COc1ccc(C(=O)OCC(=O)NCc2ccco2)cc1OC
#59 O=C(CC1c2ccccc2Oc2ccccc21)Nc1ccccc1F
Screen / compound no.,51,52,53,54,55,56,57,58,59
Sm TGR block,-8.6%,-10.6%,7.4%,-21.0%,-0.6%,x,-4.1%,35.5µM*,2.7%
HCMV antiviral,-34.6,x,-5.2,u,92.6,-10.4,23.2,14.4,4.0
AMA1-RON2 inh,-1.3%,8.3%,51.0%[activator],-21.4%,-13.4%,3.5%,0.0%,-4.1%,-2.2%
Giardia FBPA inh,u,3.9%,3.9%,0.2%,3.0%,x,-8.0%,-0.9%,-1.1%
AmpC inh detg,-2.6%,u,3.5%,u,2.1%,x,0.6%,u,-15.6%
AmpC no deterg,u,-5.5%,u,11.7%,-21.9%,-23.8%,-26.4%,-10.8%,-30.1%

Values by screen from above:
Nos. 51 to 59 in HCMV antiviral, in turn: -34.6, x, -5.2, u, 92.6, -10.4, 23.2, 14.4, 4.0
Nos. 51 to 59 in AmpC inh detg, in turn: -2.6%, u, 3.5%, u, 2.1%, x, 0.6%, u, -15.6%
Nos. 51 to 59 in Giardia FBPA inh, in turn: u, 3.9%, 3.9%, 0.2%, 3.0%, x, -8.0%, -0.9%, -1.1%

Assay outcomes as filed in PubChem BioAssay.
